Bioassay records (PubChem BioAssay)
NPY2 pot ag = NPY-Y2 potentiators or agonists, primary screen, cell-based. Neuropeptide Y receptor type 2 (Homo sapiens), P49146. cells expressing NPY-Y2, potentiator/agonist read-out. activation, % at 3.6 µM. 0.45% of 220,000 active; in the data active = activation above about 27%;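 also: cells stimulated with NPY near EC25 plus isoproterenol at EC100; 0% = vehicle plus submaximal agonist and 100% = vehicle plus saturating agonist; some results beyond the cut were filed as inactive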
MDM2 E3 inh = MDM2-luciferase reporter signal enhancers, primary screen, MDM2 E3 ligase inhibitor project, cell-based, luminescence, 1536-well; E3 ubiquitin-protein ligase Mdm2 (Homo sapiens), Q00987; cell-based MDM2 ubiquitination luciferase reporter, 2 h; 0 = plate control, 100 = twice control, blank-subtracted; signal enhancement, % at 5 µM; 0.11% of 210,000 active; AID 1230, 2008;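 active = signal enhancement of 30% or more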;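 also: luminescence tracks abundance of the self-degrading MDM2-luciferase fusion protein; higher signal means inhibition of MDM2 E3 ligase activity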
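System: stable MDM2–luciferase fusion reporter cells / Input: 2000 cells seeded into each well / Schedule: 4 h settle plus 2 h compound, 37 °C / Compound: single-point 5 µM / Buffer or medium: cells held in DMEM / Benchmarks: control and blank well means / Evaluation: percent signal gain over controls, blank-subtracted / Measured by: luciferase luminescence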
eIF4E 4G PPI = eIF4E–eIF4G protein interaction inhibitors, primary screen, biochemical, uHTS, TR-FRET, eIF4GI fragment; TR-FRET eIF4E-eIF4GI(517-606) binding, 2 h; inhibition, % at 21.7 µM; Eukaryotic translation initiation factor 4E (Mus musculus) + Eukaryotic translation …; AID 782, 2007; 0.37% of 220,000 active;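 active = inhibition above about 30%, limit read from the data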;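 also: 0% = full FRET control wells and 100% = background wells lacking eIF4GI fragment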
Wee1 degr inh = Wee1 degradation inhibitors, primary screen, cell-based, HeLa, Wee1K328M-luciferase, luminescence. HeLa Luc-Wee1K328M stability; 100% = proteasome inhibitor MG132 effect. reporter increase, % at 5 µM. 1.2% of 220,000 active;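 active = activation above the mean of all tested compounds plus 3 SD, set per screening run, cut at about 8.8% in these data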;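 also: cells exposed to compound for 20 h before luminescence read; 0% = DMSO alone and 100% = MG132 at 30 µM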
S1P4 ag = S1P4 receptor agonists, primary screen, cell-based; S1P4-expressing cell line, agonist reporter assay; 0.35% of 220,000 active; activation, % at 4.98 µM; Sphingosine 1-phosphate receptor 4 (Homo sapiens), O95977; in the data active = activation above about 11%;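 also: 0% = DMSO vehicle and 100% = reference agonist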
Ba/F3 V617F tox = reduced viability of JAK2V617F-dependent Ba/F3 cells, primary screen, JAK2V617F inhibitor project, cell-based, Ba/F3 EpoR-JAK2V617F, luminescence; ATP luminescence; inhibition, % at 5.6 µM; 1.1% of 220,000 active;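 active = inhibition above the campaign mean plus 3 SD over all tested compounds, cut at about 24% in these data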;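 also: cytokine-independent growth of Ba/F3 cells driven by EpoR plus mutant JAK2; 0% = DMSO-treated cells and 100% = JAK inhibitor I control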
S1P4 antag = S1P4 receptor antagonists, primary screen, cell-based. Sphingosine 1-phosphate receptor 4 (Homo sapiens), O95977. S1P4-expressing cells, antagonist mode, reporter read-out. inhibition, % at 4.98 µM. 0.26% of 220,000 active; in the data active = inhibition above about 29%;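 also: 0% = wells stimulated with agonist and 100% = vehicle wells without agonist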
PERK inh = block of dimerizer-induced PERK translation repression, primary screen, PERK inhibitor project, CHO PERK-DD cells, SEAP luminescence, HTS; CHO PERK-DD fusion, SEAP luminescence translation reporter; inhibition, % at 5.6 µM; 0.17% of 220,000 active; AID 1416, 2008;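 active = inhibition above the mean inhibition of all tested compounds plus 3 SD, set separately per screening campaign, cut at about 2.9% in these data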;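 also: PERK kinase domain activated by AP20187 dimerizer at 100 nM; 0% = DMSO with dimerizer and 100% = rapamycin at 8.4 µM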
Target sequence (Q9NZJ5 whole entry, looked up, the tested form may be a part): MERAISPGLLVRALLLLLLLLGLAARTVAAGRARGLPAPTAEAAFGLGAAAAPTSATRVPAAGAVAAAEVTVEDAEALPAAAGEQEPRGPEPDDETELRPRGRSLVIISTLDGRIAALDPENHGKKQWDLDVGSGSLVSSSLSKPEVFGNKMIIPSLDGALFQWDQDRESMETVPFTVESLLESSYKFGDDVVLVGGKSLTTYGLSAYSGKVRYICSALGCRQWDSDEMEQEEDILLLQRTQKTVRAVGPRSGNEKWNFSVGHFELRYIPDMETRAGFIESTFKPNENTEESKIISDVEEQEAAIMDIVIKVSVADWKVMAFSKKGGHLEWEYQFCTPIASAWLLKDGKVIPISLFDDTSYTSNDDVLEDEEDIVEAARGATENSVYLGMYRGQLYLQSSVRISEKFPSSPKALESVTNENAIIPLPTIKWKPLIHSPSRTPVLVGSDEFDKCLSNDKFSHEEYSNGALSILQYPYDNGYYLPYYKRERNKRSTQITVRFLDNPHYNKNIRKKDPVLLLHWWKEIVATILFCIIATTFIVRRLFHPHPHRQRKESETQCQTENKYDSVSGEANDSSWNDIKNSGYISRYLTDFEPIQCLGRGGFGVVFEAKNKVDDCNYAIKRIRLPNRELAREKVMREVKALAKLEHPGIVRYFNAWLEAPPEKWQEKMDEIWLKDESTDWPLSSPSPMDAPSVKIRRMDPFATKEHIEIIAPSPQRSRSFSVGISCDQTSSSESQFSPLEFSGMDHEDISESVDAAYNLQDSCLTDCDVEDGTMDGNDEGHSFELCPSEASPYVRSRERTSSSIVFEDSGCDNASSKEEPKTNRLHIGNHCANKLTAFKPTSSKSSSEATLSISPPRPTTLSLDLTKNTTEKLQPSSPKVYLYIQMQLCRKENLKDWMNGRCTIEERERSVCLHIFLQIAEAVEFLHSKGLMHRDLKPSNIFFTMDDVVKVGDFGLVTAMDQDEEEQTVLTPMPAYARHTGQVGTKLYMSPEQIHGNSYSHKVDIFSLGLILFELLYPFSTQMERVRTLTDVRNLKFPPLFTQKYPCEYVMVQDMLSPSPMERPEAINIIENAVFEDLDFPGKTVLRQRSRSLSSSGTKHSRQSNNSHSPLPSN
BaF3 parental = parental Ba/F3 cell viability inhibition, counter-screen for JAK2V617F inhibitor project, murine pro-B, CellTiter-Glo luminescence | CellTiter-Glo ATP luminescence | AID 1486, 2009 | 1.1% of 220,000 active | inhibition, % at 5.6 µM;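 active = inhibition above a per-campaign cutoff, the mean inhibition of all tested compounds plus 3 SD, cut at about 27% in these data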;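 also: 0% = DMSO wells and 100% = JAK Inhibitor I control wells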
The depositor's hits bear a star; . = no result given; & = joins results of further samples; [ ] = dose if it differs, or a comment.

Screens in order: NPY2 pot ag | MDM2 E3 inh | eIF4E 4G PPI | Wee1 degr inh | S1P4 ag | Ba/F3 V617F tox | S1P4 antag | PERK inh | BaF3 parental
Cc1ccc(N2CC(C(=O)Nc3ccc(N(C)C)cc3)CC2=O)cc1C (stereo not drawn)
→ -20 | -9 | 6[fluorescence artefact?] | 0 | 0.8 | 1 | -10 | 0.1 | 6
CC1CCCCN1CCn1cnc2c([nH]c3ccccc32)c1=O (stereo not drawn)
→ -3 | -11 | 0 | -2 | 1.3 | -1 | 13 | -1.0 | 1
COC(=O)CCCCCNC(=S)Nc1ccc2[nH]c(=O)[nH]c2c1
→ -15 | . | 2 | -1 | -0.1 | -4 | -45 | 0.3 | -13
CC(NC(=O)c1ccc(OC2CCN(S(=O)(=O)N(C)C)CC2)cc1)C1CC1 (stereo not drawn)
→ -16 | -23 | 3 | 4 | -0.2 | 2 | -8 | -0.1 | 12
COc1ccc(C(=O)C2CCN(C(=S)NCC3CCCO3)CC2)cc1 (stereo not drawn)
→ -12 | -10 | 1 | 2 | 0.5 | 6 | 0 | 1.2 | 8
Cc1noc(C)c1COC(=O)c1ccc2c(c1)S(=O)(=O)c1ccccc1C2=O
→ 13 | 4 | . | -3 | 0.6 | -1 | 13 | 0.7 | 0
CC1CCCN(c2ccc(C(=O)NCc3cccs3)cn2)C1 (stereo not drawn)
→ -11 | -18 | -5 | 0 | -0.1 | 1 | -13 | -0.5 | 5
N#CC(=C=[N-])c1nc2ccccc2nc1-[n+]1cccc(NC(=O)c2ccccc2)c1
→ 0&11 | -18&-6 | 14&7 | 1&-1 | 0.2&-0.4 | 5&1 | 6&12 | 0.6&0.3 | 1&1
Cn1cccc1C(=O)OCC(=O)NC(=O)NC1CCCCC1
→ -1 | 0 | -1 | -3 | 2.1 | 1 | -7 | -0.1 | 8
CCN(Cc1ccccc1)C(=O)COC(=O)CNC(=O)c1ccc(C)s1
→ 6 | 3 | 2 | -1 | 0.7 | -4 | -10 | 1.3 | 0
COc1cc(C)c(S(=O)(=O)Nc2ccc(CC(=O)O)cc2)cc1C
→ 1 | 1 | 1 | -2 | -0.8 | -5 | -10 | 1.2 | 0
CNC(=O)NC(=O)CSc1nc2ccccc2n1CCOC
→ 10 | 4 | 2[fluorescence artefact?] | 2 | 1.4 | -3 | 6 | 0.0 | -2
Cc1ccc(C(=O)NCCCn2ccnc2)o1
→ 5 | 11 | 4[fluorescence artefact?] | 0 | -1.4 | 7 | 0 | 0.5 | 4
C/C(=C\c1ccccc1)C(=O)Nc1cc(C)on1
→ -12 | 2 | 3 | 2 | -3.1 | 0 | -6 | -0.1 | 5
COc1ccc(CCCc2nnc(SCC(=O)Nc3cc(C)ccc3C)o2)cc1
→ -17 | -12 | 2 | -1 | -1.4 | 1 | -15 | -0.8 | 6
Cc1cc(C)c(S(=O)(=O)Nc2ccc3c4c(cccc24)CC3)c(C)c1
→ -51 | 12 | 7 | -1 | 2.8 | 77* | 0 | 1.1 | 79*
C=CCOn1c(=O)c(-c2ccc(OC)cc2)[n+]([O-])c2ccccc21
→ -2 | -4 | -6 | 0 | 1.1 | -6 | -4 | -0.4 | 2
Nc1nnc(SCC(=O)OCC(=O)Nc2ccc(Br)cc2F)s1
→ -1 | -5 | -2 | 1 | 3.1 | -1 | -28 | 0.1 | 2
O=C(NCCc1ccccc1)C(=O)Nc1ccc2c(c1)OCCO2
→ -10 | -11 | 0 | 7 | -2.1 | 4 | -3 | 1.0 | 5
COc1ccc(C(=O)Nn2c(SCC(=O)c3ccccc3)nc3ccccc3c2=O)cc1
→ 6 | -58 | 4 | -2 | -1.5 | -2 | -8 | 0.5 | 5
O=C(Cn1cnc2c(cnn2-c2ccccc2)c1=O)OCc1ccccc1
→ -1 | -12 | 4 | 1 | -1.5 | 2 | -15 | 0.8 | 6
CCOc1ccc(-c2nnc(NC(=O)CCCOc3cccc(C)c3)o2)cc1
→ 0 | -11 | 2 | -4 | 1.3 | -1 | -6 | 2.5 | 2
O=C(O)CSc1nc2ccccc2n1C1CCCCC1
→ 2 | -3 | 1 | -6 | -0.8 | -2 | 12 | 0.5 | 4
Cn1c(SCC2CCCCC2)nnc1-c1ccncc1
→ 1 | 1 | 4 | 3 | 0.5 | 1 | -8 | -0.5 | 3
CCOC(=O)CCC(NC(=O)c1ccc(NCN2C(=O)c3ccccc3C2=O)cc1)C(=O)OCC (stereo not drawn)
→ -3 | 2 | -6 | 2 | -3.1 | -1 | -2 | 0.3 | 4
O=c1[nH]cnc2sc(-c3ccccc3)cc12
→ 7 | -9 | 4 | 1 | 2.1 | -2 | -11 | 2.0 | 4
CCCCN(C)CCCNC(=O)C1CC(=O)N(Cc2ccc(OC)cc2)C1 (stereo not drawn)
→ 0 | -9 | 4 | 1 | -0.2 | 0 | -8 | 0.4 | 4
O=c1cc2c(nn1Cc1cccc(Cl)c1)-c1ccccc1CC2
→ -22 | -10 | 5 | -3 | -1.2 | 0 | 10 | -1.2 | 6
Cc1cc(=O)oc2cc(OCCSc3nnc(-c4ccccc4)o3)ccc12
→ 5 | -7 | 4[fluorescence artefact?] | -3 | -0.8 | -2 | -4 | 1.0 | 7
C/C(=N\S(=O)(=O)c1ccc(C)cc1)NC(=S)Nc1ccccc1
→ 5 | -19 | -8 | 5 | 2.0 | 2 | 10 | 0.3 | 9

(cont.)
molecule,NPY2 pot ag,MDM2 E3 inh,eIF4E 4G PPI,Wee1 degr inh,S1P4 ag,Ba/F3 V617F tox,S1P4 antag,PERK inh,BaF3 parental
O=C(CSc1nnnn1-c1ccccc1)Nc1ccc(N2CCOCC2)cc1,-18,-21,7,3,-1.0,6,-10,-0.1,4
CCOC(=O)C1CCN(C(=O)c2ccc(Br)o2)CC1,-3,5,5[fluorescence artefact?],1,-0.9,2,-3,0.5,6
CN(C)C=Nc1nc2ccccc2nc1N1CCCC1,5,-12,4,6,1.5,2,-23,1.8,6
CCCCCCCc1n[nH]c(=S)n1Cc1ccccc1,-1,-10,5,-1,-1.1,-3,6,2.3,-2
CCOC(=O)c1ccccc1NC1OC(=O)c2ccccc21 (stereo not drawn),-6,-4,8,0,1.0,0,-7,0.2,1
CCN1CCc2c(OCc3ccc(C(=O)OC)o3)cccc2C1=O,0,5,1,0,0.3,0,-20,1.1,5
Cc1ccnc(NC(=O)CSc2nnc3c(n2)[nH]c2ccccc23)c1,-16,-4,0,0,-0.2,-3,-7,0.3,-1
Cc1nn(C)c(-c2n[nH]c(=S)n2Cc2ccco2)c1Cl,4,15,-6,1,0.8,-1,-20,1.1,7
Cc1n[nH]c(=S)n(NC(=O)CC(=O)Nn2c(=S)[nH]nc(C)c2=O)c1=O,4,-3,-8,-4,2.3,4,-36,-1.1,11
COc1ccccc1-c1nc(C#N)c(N2CCC(C(N)=O)CC2)o1,6,-11,16,-1,2.1,-2,-6,-0.8,2
CCCCN(Cc1cc2cc(OC)ccc2[nH]c1=O)C(=O)c1ccccn1,4,11,-1,1,-1.7,1,-4,-0.7,3
O=C(NC(=O)c1cccc(F)c1)OC[C@@H]1CCCN2CCCC[C@H]12,-3,-22,0[fluorescence artefact?],-2,0.2,0,-17,0.6,0

Some of the entries so far, field by field:
SMILES: O=C(NC(=O)c1cccc(F)c1)OC[C@@H]1CCCN2CCCC[C@H]12
  NPY2 pot ag = -3
  MDM2 E3 inh = -22
  eIF4E 4G PPI = 0[fluorescence artefact?]
  Wee1 degr inh = -2
  S1P4 ag = 0.2
  Ba/F3 V617F tox = 0
  S1P4 antag = -17
  PERK inh = 0.6
  BaF3 parental = 0
SMILES: O=C(Cn1cnc2c(cnn2-c2ccccc2)c1=O)OCc1ccccc1
  NPY2 pot ag = -1
  MDM2 E3 inh = -12
  eIF4E 4G PPI = 4
  Wee1 degr inh = 1
  S1P4 ag = -1.5
  Ba/F3 V617F tox = 2
  S1P4 antag = -15
  PERK inh = 0.8
  BaF3 parental = 6
SMILES: COc1ccc(CCCc2nnc(SCC(=O)Nc3cc(C)ccc3C)o2)cc1
  NPY2 pot ag = -17
  MDM2 E3 inh = -12
  eIF4E 4G PPI = 2
  Wee1 degr inh = -1
  S1P4 ag = -1.4
  Ba/F3 V617F tox = 1
  S1P4 antag = -15
  PERK inh = -0.8
  BaF3 parental = 6
SMILES: CNC(=O)NC(=O)CSc1nc2ccccc2n1CCOC
  NPY2 pot ag = 10
  MDM2 E3 inh = 4
  eIF4E 4G PPI = 2[fluorescence artefact?]
  Wee1 degr inh = 2
  S1P4 ag = 1.4
  Ba/F3 V617F tox = -3
  S1P4 antag = 6
  PERK inh = 0.0
  BaF3 parental = -2

Later entries:
molecule,NPY2 pot ag,MDM2 E3 inh,eIF4E 4G PPI,Wee1 degr inh,S1P4 ag,Ba/F3 V617F tox,S1P4 antag,PERK inh,BaF3 parental
Cc1cc(O)cc(O)c1C(=O)Cc1cscn1,9,-14,-6,3,-0.3,1,-7,0.9,6
COc1ccc2nc3oc(C(=O)N4CCN(c5cccc(Cl)c5)CC4)cc3cc2c1,23,-9,-4,2,3.5,-2,-17,1.4,5
N#Cc1cc(C(=O)c2cc(Br)ccc2O)cn(C2CC2)c1=O,8,19,8,-2,3.1,-2,-1,0.7,0
CC1=C(C(=O)OCC(C)C)C(c2cc3c(cc2Br)OCO3)NC(=O)N1C (stereo not drawn),-7,-16,-4[fluorescence artefact?],-2,-0.5,-4,-19,-1.1,3
C=CCn1c(SCC(=O)Nc2ccc(F)cc2)nc2cc(C(=O)O)ccc2c1=O,5,-22,-3,0,0.7,2,5,0.4,6
CCOC(=O)c1[nH]c(C)c(/C(O)=C2\C(=O)C(=O)N(CCCn3ccnc3)C2c2ccncc2)c1C (stereo not drawn),19,-7,3,0,0.0,0,-13,-0.1,3
Cc1[nH]ccc(=O)c1OCc1ccccc1,15,-10,-7,-1,1.9,-3,-11,0.2,7
O=c1cc(-c2ccccc2)nc2n1Cc1ccccc1-2,-6,-3,-1,8,2.3,-1,2,-1.4,6
COc1ccc(NC(=O)n2nc(OC(=O)c3cccs3)cc2N)cc1,6,.,-3,0,-0.8,3,8,0.7,-2
O=C(c1ccc(F)cc1)c1cn[nH]c1-c1ccccc1O,20,-9,-12,-1,-0.4,-2,-4,1.1,2
Cn1cc(/C=C(\C#N)C(=O)Nc2ncc(Cc3ccc(Cl)cc3)s2)c2ccccc21,-2,-13,-1,4,0.7,-4,-5,0.7,-3
COc1ccc(NC(=O)CN(C)C2CCCCC2)c([N+](=O)[O-])c1,-5,-9,4,1,0.6,5,7,-0.9,5
Cc1ccc(C2CC2C(=O)NNC(=S)Nc2cccc(Cl)c2)cc1 (stereo not drawn),-24,.,-1[fluorescence artefact?],-1,0.8,-3,-1,0.0,-1
O=c1ccc(OCCOc2ccccc2)nn1-c1ccccc1,-7,-4,1,1,-0.4,1,-5,0.8,6
Cc1cc(NC(=O)CSc2nnc3c(C)cc4c(C)ccc(C)c4n23)no1,-8,-18,30,6,-1.9,2,-10,-1.3,10
